ROS inducer: ROS inducers in U2OS cancer cells, primary screen, cell-based, H2DCF-DA fluorescence; ROS induction (% of piperlongumine), % at 10 µM; actives 2% (n = 46,000); U2OS ROS induction; in the data active = ROS induction above about 79%, passing the limit was not always enough; inconclusive = no clear call, values can overlap the other calls;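 also: 0% = DMSO vehicle median and 100% = reference compound median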
* = called active by the depositor; ? = inconclusive.

SMILES	ROS inducer
CC(C)NC(=O)Nc1ccc2c(c1)C(=O)N([C@@H](C)CO)C[C@H](C)[C@@H](CN(C)Cc1ccc(-c3ccccc3)cc1)O2	24.8
C[C@H](CO)N1C[C@H](C)[C@H](CN(C)Cc2ccc(-c3ccccc3)cc2)Oc2ccc(NS(=O)(=O)c3ccc(Cl)cc3)cc2C1=O	40.7
NC(=O)CSc1oc(-c2ccc(F)cc2)nc1S(=O)(=O)c1ccc(Cl)cc1	-8.9
C[C@@H]1CN([C@@H](C)CO)C(=O)c2cc(NC(=O)Cn3cnnn3)ccc2O[C@H]1CN(C)S(=O)(=O)c1cccs1	-2.9
COc1ccc(S(=O)(=O)Nc2ccc3c(c2)CC(=O)N([C@H](C)CO)C[C@@H](C)[C@H](CN(C)Cc2ccc(C(F)(F)F)cc2)O3)cc1	13.7
C[C@@H]1CN([C@H](C)CO)C(=O)c2cc(NS(=O)(=O)c3cccs3)ccc2O[C@H]1CN(C)Cc1ccccc1	-3.8
COC1=CC(=O)C[C@@H](C)[C@]12Oc1c(Cl)c(OC)cc(OC)c1C2=O	13.2
C[C@@H]1CN([C@H](C)CO)C(=O)Cc2cc(NS(=O)(=O)c3ccc(Cl)cc3)ccc2O[C@@H]1CN(C)C(=O)Nc1ccc(F)cc1	1.4
C[C@@H]1CN([C@H](C)CO)C(=O)c2cc(NC(=O)CCC(F)(F)F)ccc2O[C@@H]1CN(C)Cc1ccc2c(c1)OCO2	-7.5
O=C(CCCCCCC(=O)Nc1ccccc1O)N/N=C/c1cccnc1Cl	1.2
Cc1ccc(S(=O)(=O)Nc2ccc3c(c2)CC(=O)N([C@H](C)CO)C[C@@H](C)[C@H](CN(C)C(=O)NC2CCCCC2)O3)cc1	6.6
C[C@@H]1CN([C@@H](C)CO)C(=O)c2cccc(N(C)C)c2O[C@H]1CN(C)C(=O)Nc1ccc(C(F)(F)F)cc1	2.9
Cc1nc2ccccn2c1-c1ccnc(SCC(=O)c2ccc(Cl)cc2)n1	101.5*
CCn1cc(C(=O)O)c(=O)c2cc(F)c(N3CCNCC3)cc21	0.5
Cc1cc(C(=O)Nc2cccc3c2O[C@H](CN(C)Cc2ccc(Oc4ccccc4)cc2)[C@H](C)CN([C@H](C)CO)C3=O)n(C)n1	18.1
CCn1c(SCc2ccc(Br)cc2)nnc1-c1ccncc1	-5.0
O=c1[nH]nc(SCc2ccccc2)c(=S)[nH]1	9.4
C[C@H](CO)N1C[C@H](C)[C@@H](CN(C)Cc2ccc(C(=O)O)cc2)Oc2c(NS(=O)(=O)c3ccccc3)cccc2C1=O	-3.6
C[C@H](CO)N1C[C@H](C)[C@@H](CN(C)C(=O)Nc2cccc3ccccc23)Oc2ccc(NC(=O)NC3CCCCC3)cc2C1=O	-8.6
CNC[C@@H]1Oc2ccc(NC(=O)Cc3ccccc3)cc2C(=O)N([C@@H](C)CO)C[C@H]1C	-2.2
C[C@H](CO)N1C[C@H](C)[C@H](CN(C)C)Oc2c(NS(=O)(=O)c3ccccc3)cccc2C1=O	-5.7
COc1ccc(NC(=O)Nc2cccc3c2O[C@@H](CN(C)Cc2ccc(C(=O)Nc4ccccc4N)cc2)[C@H](C)CN([C@H](C)CO)C3=O)cc1	55.4
O=C(N/N=C/c1ccc(Br)cc1)c1ccccc1O	-12.9
COc1ccc(S(=O)(=O)N(C)C[C@H]2Oc3ccc(NC(=O)Nc4c(C)noc4C)cc3CC(=O)N([C@H](C)CO)C[C@H]2C)cc1	-6.6
C[C@H](CO)N1C[C@H](C)[C@H](CN(C)Cc2ccc(C(=O)O)cc2)Oc2ccc(NC(=O)Cc3ccccc3)cc2C1=O	5.7
COc1ccc(S(=O)(=O)N(C)C[C@H]2Oc3ccc(NS(=O)(=O)c4ccccc4)cc3C(=O)N([C@@H](C)CO)C[C@H]2C)cc1	-1.1
CCNc1nc(Oc2ccc(=O)[nH]n2)nc(SC)n1	26.7
Cc1cn([C@H]2C[C@H](N=[N+]=[N-])[C@@H](CO)O2)c(=O)[nH]c1=O	-7.1
COCCOC(=O)N1C(=O)[C@@]2(c3cc(C#CC4=CCCCC4)ccc31)[C@H](c1ccccc1OCCO)N1[C@H](c3ccccc3)[C@H](c3ccccc3)OC(=O)[C@H]1[C@@H]2C(=O)NC[C@H](O)c1ccccc1	143.6*
CNC[C@@H]1Oc2c(NC(=O)c3cnccn3)cccc2C(=O)N([C@H](C)CO)C[C@@H]1C	-8.1
FC(F)(F)c1cc(-c2cn3ccccc3n2)cc(C(F)(F)F)c1	-0.3
CC(=O)O[C@@H]1[C@@H](OC(=O)/C=C/c2ccccc2)[C@@H](OC(C)=O)[C@H](O[C@H]2[C@@H]3C=CO[C@@H](O[C@@H]4O[C@H](CO)[C@@H](O)[C@H](O)[C@H]4O)[C@@H]3[C@@]3(CO)O[C@@H]23)O[C@H]1C	38.3
OC(c1nc2ccccc2[nH]1)C(O)C(O)C(O)c1nc2ccccc2[nH]1 (stereo unspecified)	19.3
COC(=O)c1cc(Br)ccc1NC(=O)COc1ccc(C(C)(C)C)cc1	-5.4
COc1ccc(NC(=O)N(C)C[C@@H]2Oc3c(NS(=O)(=O)c4cn(C)cn4)cccc3C(=O)N([C@H](C)CO)C[C@@H]2C)cc1	-3.5
Cc1noc(C)c1S(=O)(=O)Nc1ccc2c(c1)C(=O)N([C@H](C)CO)C[C@H](C)[C@H](CN(C)C)O2	28.3
O=C1c2ccccc2C(=O)N1CCCc1nc(-c2ccccn2)no1	-13.6
Cc1ccc2oc(-c3cc(NC(=O)COc4ccccc4)ccc3Cl)nc2c1	0.3
Cn1cc(S(=O)(=O)Nc2ccc(Oc3c(Cl)cccc3Cl)nc2)cn1	6.5
CN(C)c1ncnc2c1ncn2C1OC(CO)C(N)C1O (stereo unspecified)	-8.4

Reformatted: results already given
smiles | ROS inducer
CC(=O)O[C@@H]1[C@@H](OC(=O)/C=C/c2ccccc2)[C@@H](OC(C)=O)[C@H](O[C@H]2[C@@H]3C=CO[C@@H](O[C@@H]4O[C@H](CO)[C@@H](O)[C@H](O)[C@H]4O)[C@@H]3[C@@]3(CO)O[C@@H]23)O[C@H]1C | 38.3
OC(c1nc2ccccc2[nH]1)C(O)C(O)C(O)c1nc2ccccc2[nH]1 (stereo unspecified) | 19.3

(continued)
SMILES	ROS inducer
C[C@@H]1CN([C@@H](C)CO)C(=O)c2cccc(NC(=O)CCCCCC(=O)Nc3ccccc3N)c2O[C@@H]1CN(C)Cc1ccc(Cl)c(Cl)c1	?
O=S(=O)(Cc1ccccc1)c1ccc(C(F)(F)F)cn1	-8.1
Cc1ccc(-n2nc(C)c3c(C)onc3c2=O)cc1	-15.7
Cc1cc(NS(=O)(=O)c2ccc(NC(=O)C3COc4ccccc4O3)cc2)nc(C)n1 (stereo unspecified)	-1.9
CC1CN(c2ccc(NC(=S)NCc3ccco3)cc2)CC(C)O1 (stereo unspecified)	-2.0
Cc1c(O)c(-c2ccccc2)c(=O)n(-c2ccccn2)c1-c1ccccc1	18.7
C[C@@H]1CN([C@H](C)CO)C(=O)Cc2cc(NC(=O)C3CCCCC3)ccc2O[C@@H]1CN(C)S(=O)(=O)c1ccc(F)cc1	6.1
C[C@H]1CN([C@@H](C)CO)C(=O)c2cc(NC(=O)c3ccncc3)ccc2O[C@@H]1CN(C)CC1CCCCC1	13.7
CC(C)NC(=O)N(C)C[C@@H]1Oc2ccc(NS(=O)(=O)c3ccc(F)cc3)cc2C(=O)N([C@H](C)CO)C[C@@H]1C	-7.8
C[C@H](CO)N1C[C@H](C)[C@@H](CN(C)C(=O)Nc2cccc3ccccc23)Oc2ccc(NS(=O)(=O)c3ccccc3)cc2C1=O	-8.5
CCn1c(SCC(=O)c2ccc(OC)cc2)nnc1-c1cc2cccc(OC)c2o1	7.1
C[C@@H]1CN([C@H](C)CO)C(=O)Cc2cc(NC(=O)C3CC3)ccc2O[C@H]1CN(C)C(=O)Nc1ccccc1	-8.1
CCc1ccc(C2CC(c3ccccc3)n3ncnc3N2)cc1 (stereo unspecified)	-7.3
COc1ccc(S(=O)(=O)Nc2cccc3c2O[C@@H](CN(C)Cc2ccc(C(=O)Nc4ccccc4N)cc2)[C@@H](C)CN([C@@H](C)CO)C3=O)cc1	2.9
COc1ccc(NC(=O)CSc2nccc(=O)[nH]2)cc1Cl	8.3
COc1ccc(S(=O)(=O)N(C)C[C@@H]2OCc3cn(nn3)CCCC(=O)N([C@@H](C)CO)C[C@@H]2C)cc1	-13.5
C[C@@H]1CN([C@@H](C)CO)C(=O)Cc2cc(NC(=O)Cc3cn(C)c4ccccc34)ccc2O[C@@H]1CN(C)Cc1ccc(Cl)c(Cl)c1	17.6
C[C@H]1CN([C@@H](C)CO)C(=O)Cc2cc(NS(=O)(=O)c3ccccc3)ccc2O[C@@H]1CN(C)C	-20.4
C[C@@H]1CN([C@@H](C)CO)C(=O)c2cccc(NC(=O)Nc3ccc4c(c3)OCO4)c2O[C@@H]1CN(C)Cc1ccc(C(F)(F)F)cc1	20.5
C[C@@H]1CN([C@@H](C)CO)C(=O)Cc2cc(NC(=O)NC3CCCCC3)ccc2O[C@@H]1CN(C)S(=O)(=O)c1cccs1	8.0
CC(C)NC(=O)N(C)C[C@@H]1Oc2ccc(NS(C)(=O)=O)cc2C(=O)N([C@@H](C)CO)C[C@@H]1C	-10.5
COc1cc(NC(=O)COc2ccc(F)cc2)nc(OC)n1	-20.2
CCOc1ccc(-n2c(SCC(=O)c3ccccc3)nnc2-c2ccncc2)cc1	-0.5
COc1ccc(C(=O)NCCNc2ccc([N+](=O)[O-])cc2)cc1	-4.4
O=C(COc1ccc2ccccc2c1)Nc1ccccc1-c1nc2ccccc2s1	-32.9
COc1ccc(S(=O)(=O)N(CC(N)=O)C2CCCCC2)cc1OC	-4.3
COc1ccc(CN(C)C[C@H]2Oc3ccc(NC(=O)Cc4ccccc4)cc3C(=O)N([C@H](C)CO)C[C@H]2C)cc1	21.7
O=C(NO)c1cccc(C(=O)N/N=C/c2ccoc2)c1	22.0
COc1cc(NC(=O)CN2c3cccc4cccc(c34)S2(=O)=O)cc(OC)c1OC	10.7
C[C@@H]1CN([C@H](C)CO)C(=O)Cc2cc(NC(=O)CCN3CCOCC3)ccc2O[C@@H]1CN(C)S(=O)(=O)c1ccc(F)cc1	2.5
O=C(O)[C@H]1O[C@@H](Oc2cc(O)c3c(=O)c(-c4ccc(O)cc4)coc3c2)[C@H](O)[C@@H](O)[C@@H]1O	-4.3
C[C@H]1CN([C@@H](C)CO)C(=O)c2cc(NC(=O)CCC(F)(F)F)ccc2O[C@H]1CN(C)Cc1ccc(C(=O)O)cc1	-2.6
Cc1ccc(NS(=O)(=O)c2cc(C(=O)Nc3cccc(N(C)S(C)(=O)=O)c3)ccc2C)c(C)c1	48.1
COc1ccc(N2C(=O)CC(SCC(=O)Nc3ccccc3F)C2=O)cc1 (stereo unspecified)	1.8
C[C@H]1CN([C@@H](C)CO)C(=O)c2cc(NC(=O)C3CCCCC3)ccc2O[C@H]1CN(C)C	-11.7
C[C@@H]1CN([C@H](C)CO)C(=O)c2cccc(NS(=O)(=O)c3cn(C)cn3)c2O[C@@H]1CN(C)Cc1ccc(C(=O)O)cc1	0.6
C[C@H]1CN([C@@H](C)CO)C(=O)c2cccc(NC(=O)c3ccncc3)c2O[C@H]1CN(C)S(=O)(=O)c1cn(C)cn1	-12.3
COc1ccc(OC)c(NC(=O)CN(c2cc(C(F)(F)F)ccc2Cl)S(C)(=O)=O)c1	6.2
C=CCNC(=O)CC1CCCCC1	7.4
O=C(NO)c1cccc(C(=O)N/N=C/c2ccc(I)cc2)c1	4.7
C[C@H]1CN([C@@H](C)CO)C(=O)c2cccc(NS(=O)(=O)c3ccccc3)c2O[C@@H]1CN(C)Cc1ccc(Cl)c(Cl)c1	5.9
C[C@@H]1CCCCO[C@@H](CN(C)C(=O)Nc2cccc3ccccc23)[C@@H](C)CN([C@H](C)CO)C(=O)c2cc(NS(=O)(=O)c3ccc(Cl)cc3)ccc2O1	107.3*
CCn1c(SCC(=O)Nc2cccc(C)c2C)nnc1-c1cccs1	-11.1
C[C@@H]1CN([C@H](C)CO)C(=O)c2cccc(NC(=O)CCCCCC(=O)Nc3ccccc3N)c2O[C@@H]1CN(C)CC1CCCCC1	11.5
Cc1c(C(=O)Nc2ccccc2Br)oc2ccc(S(=O)(=O)N3CCCC3)cc12	-5.4
O=C(NO)c1cccc(C(=O)N/N=C/c2ccc(F)c(Oc3ccccc3)c2)c1	-4.2
C[C@@H]1CN([C@H](C)CO)C(=O)Cc2cc(NC(=O)Cc3cn(C)c4ccccc34)ccc2O[C@H]1CN(C)S(=O)(=O)c1cn(C)cn1	0.1
C[C@@H]1CN([C@@H](C)CO)C(=O)c2cc(N(C)C)ccc2O[C@@H]1CN(C)S(=O)(=O)c1ccc(F)cc1	-4.6
COc1cc(OC)c(NC(=O)CCCN2C(=O)c3ccccc3C2=O)cc1Cl	-13.0
C[C@@H]1CN([C@@H](C)CO)C(=O)c2cc(NS(=O)(=O)c3ccccc3)ccc2O[C@H]1CN(C)Cc1ccc(Oc2ccccc2)cc1	5.9
CCOC(=O)[C@H](CCc1ccccc1)N[C@@H](C)C(=O)N1C(C(=O)O)C[C@@H]2CCC[C@@H]21 (stereo partly specified)	-3.1
C[C@@H]1CCCCO[C@H](CN(C)C(=O)Nc2ccc3c(c2)OCO3)[C@@H](C)CN([C@H](C)CO)C(=O)c2cc(NC(=O)Nc3ccc(C(F)(F)F)cc3)ccc2O1	59.0

Part of the list above in order of formula weight, ascending.
SMILES	ROS inducer
CCn1c(SCC(=O)Nc2cccc(C)c2C)nnc1-c1cccs1	-11.1
COc1cc(OC)c(NC(=O)CCCN2C(=O)c3ccccc3C2=O)cc1Cl	-13.0
CCOC(=O)[C@H](CCc1ccccc1)N[C@@H](C)C(=O)N1C(C(=O)O)C[C@@H]2CCC[C@@H]21 (stereo partly specified)	-3.1
C[C@@H]1CN([C@@H](C)CO)C(=O)c2cc(NS(=O)(=O)c3ccccc3)ccc2O[C@H]1CN(C)Cc1ccc(Oc2ccccc2)cc1	5.9
C[C@@H]1CN([C@H](C)CO)C(=O)Cc2cc(NC(=O)Cc3cn(C)c4ccccc34)ccc2O[C@H]1CN(C)S(=O)(=O)c1cn(C)cn1	0.1

This is a subset, so the mix of outcomes need not match the whole.
